NOD1 inhibition – NOD1 signaling inhibitors, primary screen, cell-based, luminescence, uHTS (AID 1578) | NOD1-driven NF-kB luciferase reporter cells, luminescence; higher % means a stronger effect | inhibition, % at 4 µM; hits with a dose series show EC50 in µM | actives 1% (n = 290,000); in the data active = inhibition mostly above about 36%, no sharp cut-off; inactive = mostly below about 34%;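 note: HEK-293T reporter cells stimulated with the NOD1 agonist gamma-tri-DAP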
Rac1 GTP hydrolysis – MgcRacGAP GTPase-activating activity inhibitors, confirmation, biochemical, ADP Hunter fluorescence; actives 0.6% (n = 340,000); inhibition, % at 30 µM, or IC50 in µM where a hit was titrated; MgcRacGAP-stimulated Rac1 GTP hydrolysis, ADP Hunter fluorescence; higher % means a stronger effect; GST-tagged Rac1 F28L mutant substrate;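 active = first-screen hits whose inhibition reached a set limit at any dose in the follow-up dose series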;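 note: fluorescence reports GDP produced by GAP-driven GTP hydrolysis; strong numbers were not always called active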
GPR55 antagonists – GPR55 antagonists blocking LPI-driven arrestin recruitment, primary screen, imaging, U2OS, beta-arrestin-GFP, LPI agonist (AID 2013) | G-protein coupled receptor 55 (Homo sapiens) | one-dose inhibition, % at 10 µM; IC50 in µM for titrated hits | U2OS GPR55 beta-arrestin-GFP translocation imaging, LPI antagonism; higher % means a stronger effect | actives 0.13% (n = 290,000);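 active = spots per cell inhibited over 60%, with over 100 cells counted and total cytoplasm intensity under 500,000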;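 note: U2OS cells stably carrying GPR55 and arrestin-GFP stimulated by 5 µM LPI near EC80; imaged beta-arrestin-GFP aggregate spots per cell after agonist stimulation; plate controls were LPI-stimulated DMSO wells for no effect and DMSO wells without LPI for full effect; some results filed as inactive read as strong as hits; confirmed hits need IC50 under 10 µM and bright autofluorescent wells are also inconclusive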
GPR35 antagonists – GPR35 antagonists blocking zaprinast-driven arrestin recruitment, primary screen, imaging, U2OS, beta-arrestin-GFP, zaprinast agonist (AID 2058). U2OS GPR35 beta-arrestin-GFP translocation imaging, zaprinast antagonism; higher % means a stronger effect. one-dose inhibition, % at 10 µM; IC50 in µM for titrated hits. actives 0.052% (n = 290,000);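 active = inhibition of at least 50% with at least 30 cells and total cytoplasm GFP at most 10,000,000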
KOR beta-arrestin-1 – KOR agonists, beta-arrestin recruitment, primary screen, cell-based, luminescence, uHTS (AID 1777). Kappa-type opioid receptor (Homo sapiens). KOR beta-arrestin recruitment, luminescence; higher % means a stronger effect. activation, % at 10 µM; hits with a dose series show EC50 in µM. actives 0.02% (n = 280,000); in the data active = activation above about 50%, passing the limit was not always enough; note: a part of the inactive calls stands beside numbers as strong as those of hits
GPR55 activation – GPR55 agonists via beta-arrestin recruitment, primary screen, imaging, U2OS cells, beta-arrestin-GFP redistribution (AID 1961); G-protein coupled receptor 55 (Homo sapiens); U2OS GPR55 beta-arrestin-GFP redistribution imaging; higher % means a stronger effect; activation, % at 10 µM; hits with a dose series show EC50 in µM; actives 0.048% (n = 290,000);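 active = activation above 40% with more than 50 cells counted in the well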;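 note: U2OS osteosarcoma cells stably expressing GPR55 and beta-arrestin-GFP; plate controls were DMSO negative control for no effect and LPI positive control for full effect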
NTR1 ag – agonists of NTR1, primary screen, imaging, U2OS cells, beta-arrestin-GFP, high content (AID 493036); Neurotensin receptor type 1 (Homo sapiens), P30989; NTR1-U2OS beta-arrestin-GFP spot imaging, agonist mode; activation, % at 20 µM; actives 0.17% (n = 330,000);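 active = activation at or above 40% of the spot to cytoplasm intensity ratio, with at least 20 cells analyzed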;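 note: 0% = DMSO without peptide and 100% = 100 nM NTR1 peptide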
Target sequence (P30989 whole entry, looked up): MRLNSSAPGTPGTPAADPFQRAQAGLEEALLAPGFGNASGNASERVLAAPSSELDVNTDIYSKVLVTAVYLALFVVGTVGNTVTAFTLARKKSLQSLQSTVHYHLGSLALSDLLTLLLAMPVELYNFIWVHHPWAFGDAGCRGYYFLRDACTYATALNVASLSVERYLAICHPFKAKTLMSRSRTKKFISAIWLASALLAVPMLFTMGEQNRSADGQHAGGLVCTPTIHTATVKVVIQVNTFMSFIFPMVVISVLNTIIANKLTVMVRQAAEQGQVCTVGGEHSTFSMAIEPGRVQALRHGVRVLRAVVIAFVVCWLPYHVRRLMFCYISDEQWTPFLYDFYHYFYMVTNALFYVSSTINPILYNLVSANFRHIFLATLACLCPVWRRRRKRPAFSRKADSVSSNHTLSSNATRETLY
KOR beta-arrestin-2 – KOR antagonists, beta-arrestin recruitment, cell-based, luminescence, uHTS (AID 1778). KOR beta-arrestin recruitment, luminescence, antagonist mode; higher % means a stronger effect. Kappa-type opioid receptor (Homo sapiens). inhibition, % at 10 µM; hits with a dose series show IC50 in µM. actives 0.091% (n = 290,000); in the data active = inhibition above about 50%; note: strong numbers were not always called active
UTI89 phage lysis – inhibition of K1F phage lysis, E. coli UTI89, bacterial capsule biogenesis inhibitors, alamar blue (AID 488966). E. coli UTI89 K1F phage lysis, alamar blue, 2 h; higher % means a stronger effect. one-dose inhibition, % at 100 µM; IC50 in µM for titrated hits. actives 0.02% (n = 340,000);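 active = phage lysis inhibition, versus mean bacterial control, above a set limit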;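 note: capsule biogenesis inhibitors block K1F phage lysis so surviving cells raise fluorescence; higher fluorescence means more inhibition of phage lysis; actives were called in the ten point dose series up to 300 µM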
NTR1 ag cell count 20 µM – recorded beside NTR1 ag, whose call it bears; cell count; measured here: cell count, cytotoxicity flag
* hit, by the source's call; i = inactive; . = not tested or not shown; [ ] = remark or other dose.

SMILES	NOD1 inhibition	Rac1 GTP hydrolysis	GPR55 antagonists	GPR35 antagonists	KOR beta-arrestin-1	GPR55 activation	NTR1 ag	NTR1 ag cell count 20 µM	KOR beta-arrestin-2	UTI89 phage lysis
COc1ccc(C2=NOC(C(=O)NCCCN3CCOCC3)C2)cc1 (stereo not given)	-20.0%	-0.3%	-1.3%	-7.6%	-2.8%	0.2%	-1.4	81	24.9%	7.1%
CCc1cc(C)cc(OCCOc2ccccc2/C=N/NC(C)=O)c1	5.7%	2.6%	12.5%	-3.0%	-2.1%	-0.2%	0.6	56	11.3%	0.1%
S=c1[nH]nc(NCCCN2CCOCC2)s1	10.3%	24.1%	9.6%	3.3%	1.7%	0.3%	0.6	61	10.4%	2.3%[50 µM]
CSc1ccc(/C=C(/NC(=O)c2ccco2)C(=O)N2CCOCC2)cc1	-21.6%	5.9%	20.1%	5.2%	-5.1%	0.3%	-0.3	62	32.7%	-0.2%
O=C(COC(=O)c1cc(Cl)ccc1[N+](=O)[O-])Nc1cccc2ccccc12	-22.8%	6.0%	-13.9%	1.2%	3.5%	-0.3%	3.1	60	-6.1%	7.1%
O=C(C1CCCN(S(=O)(=O)c2cccs2)C1)N1CCN(C2CCCCC2)CC1 (stereo not given)	7.8%	3.1%	0.6%	12.5%	-9.8%	0.0%	-0.4	45	1.5%	0.3%
CCCSc1nnc(NC(=O)c2ccco2)s1	-35.0%	-2.9%	12.2%	0.0%	1.6%	-0.2%	2.9	49	6.6%	0.1%
COc1cc(COCC(O)CN2C(C)CCCC2C)cc(OC)c1OC (stereo not given)	-9.8%	7.3%	3.8%	-0.3%	-3.5%	0.7%	1.1	55	3.4%	-1.2%
CCc1c(C)nc2ncnn2c1N1CCCC(C(=O)Nc2ccc(NC(C)=O)cc2)C1 (stereo not given)	0.0%	-7.5%	8.3%	-4.0%	4.4%	-0.1%	0.7	47	-7.3%	-0.3%
CN(C)CCNc1cc(-c2ccncc2)nc2ccccc12	-15.2%	-5.8%	1.2%	-7.9%	-1.2%	0.2%	1.8	32	10.4%[20 µM]	0.3%
Nc1cc(N)nc(SCC(=O)NCC2CCCO2)n1 (stereo not given)	5.2%	2.5%	1.1%	13.7%	1.6%	-0.2%	2.1	83	13.8%	0.2%
COCC(=O)N1CCC(Oc2ccc(C(=O)NCCc3ncccc3C)cc2)CC1	-18.6%	11.8%	5.1%	-0.5%	-5.5%	-0.1%	-0.1	49	-12.1%	0.1%
CN1C(=O)NC(c2ccccc2[N+](=O)[O-])C2=C1CCCC2=O (stereo not given)	-12.2%	11.6%	5.7%	-8.7%	3.2%	-0.1%	-1.0	111	-31.1%	-0.2%[50 µM]
Cn1c(SCC(=O)Nc2ccc3c(c2)OCCO3)nnc1-c1ccccn1	-24.7%	14.9%	-22.5%	-3.9%	-2.2%	-0.1%	-0.4	83	39.9%	0.2%
COc1ccc(CN2C(=O)c3cccnc3C2=O)cc1S(=O)(=O)N1CCCCC1	-12.1%	5.6%	-11.1%	6.0%	-2.2%	0.0%	-0.7	61	-2.7%	0.1%
Cc1cccc(Cc2nnc(CCC(=O)N3CCCCC3c3nccs3)o2)c1 (stereo not given)	-41.5%	5.4%	-11.4%	21.6%	-1.4%	-0.3%	0.4	41	-0.2%	0.4%
Cc1nnc2ccc(-c3ccc(NC(=O)c4ccco4)cc3)nn12	-37.6%	13.6%	8.7%	-7.3%	-8.2%	-0.6%	-0.6	57	12.8%	0.9%[50 µM]
CCN(CC)CCN(C(=O)c1cc(Cl)sc1Cl)c1nc2cc3c(cc2s1)OCO3	-22.1%	5.4%	6.9%	9.6%	2.0%	0.3%	-0.8	52	20.8%	0.0%
c1ccc(-c2ccc(C3=Nn4c(nnc4-c4cccs4)SC3)cc2)cc1	4.1%	.	16.4%	7.0%	0.1%	0.3%	14.7	65	-24.4%	.
Cc1cccnc1NC(=O)Nc1ccccc1	-2.9%	-0.8%	1.0%	11.3%	-0.7%	0.0%	1.9	56	-2.7%	0.3%[50 µM]
COc1ccccc1C(=O)C1CCCN(C(=O)c2ccccc2Cl)C1 (stereo not given)	-27.2%	-6.8%	9.5%	2.1%	-3.0%	-0.2%	0.6	63	-5.0%	0.0%
COc1ccc(CC(=O)NNC(=S)NC(=O)c2cccnc2)cc1	-13.3%	10.0%	13.6%	-0.2%	1.6%	0.3%	0.9	59	9.7%	0.4%
Cc1cc(C)n(/C(=C\N(C)C)C(=O)c2ccc(Cl)cc2)n1	-10.6%	4.7%	6.9%	-8.1%	1.8%	0.1%	-1.2	62	-8.8%	0.1%
Cc1ccc(NC(=O)C2Cc3ccccc3CN2C(=O)c2ccco2)cc1S(=O)(=O)N(C)C (stereo not given)	-24.1%	6.3%	-0.8%	-5.7%	-3.1%	-0.2%	0.7	58	-4.3%	0.0%
COc1cccc(CNC(=O)CSc2nnc3c(n2)[nH]c2ccc(C)cc23)c1	-9.8%	1.0%	-10.3%	-13.3%	-5.4%	0.1%	0.5	51	-11.8%	0.1%

2 of the compounds above, with each value named:
> Nc1cc(N)nc(SCC(=O)NCC2CCCO2)n1 (stereo not given)
- NOD1 inhibition = 5.2%
- Rac1 GTP hydrolysis = 2.5%
- GPR55 antagonists = 1.1%
- GPR35 antagonists = 13.7%
- KOR beta-arrestin-1 = 1.6%
- GPR55 activation = -0.2%
- NTR1 ag = 2.1
- NTR1 ag cell count 20 µM = 83
- KOR beta-arrestin-2 = 13.8%
- UTI89 phage lysis = 0.2%

> COCC(=O)N1CCC(Oc2ccc(C(=O)NCCc3ncccc3C)cc2)CC1
- NOD1 inhibition = -18.6%
- Rac1 GTP hydrolysis = 11.8%
- GPR55 antagonists = 5.1%
- GPR35 antagonists = -0.5%
- KOR beta-arrestin-1 = -5.5%
- GPR55 activation = -0.1%
- NTR1 ag = -0.1
- NTR1 ag cell count 20 µM = 49
- KOR beta-arrestin-2 = -12.1%
- UTI89 phage lysis = 0.1%

Other compounds:
SMILES	NOD1 inhibition	Rac1 GTP hydrolysis	GPR55 antagonists	GPR35 antagonists	KOR beta-arrestin-1	GPR55 activation	NTR1 ag	NTR1 ag cell count 20 µM	KOR beta-arrestin-2	UTI89 phage lysis
O=C(NCc1ccccc1Cl)c1cc2c(s1)CS(=O)(=O)C2	-6.6%	9.0%	3.8%	-4.8%	-0.6%	-0.2%	0.0	71	-7.6%	-0.2%
CCOC(=O)C1CC(c2ccccc2)=NNC1=O (stereo not given)	-23.5%	5.0%	-2.4%	-4.6%	-6.6%	0.2%	1.7	57	-13.0%[20 µM]	-0.2%
Cn1nc(C(=O)NCc2ccccc2)cc1C(=O)NCc1ccccc1	70.4%	2.2%	3.6%	5.3%	1.2%	0.4%	2.2	60	35.6%	0.2%
O=C(Cn1cnc2c(nnn2Cc2ccc(Cl)cc2)c1=O)NCC1CCCO1 (stereo not given)	.	4.5%	0.3%	2.3%	0.5%	-0.1%	1.8	58	7.9%	1.1%
O=C(CC(=O)NCc1ccc(Cl)cc1)NCc1ccccc1	-14.2%	5.9%	-4.6%	-9.3%	-2.5%	0.3%	3.0	55	-1.3%	0.0%[50 µM]
S=C(NC1CCCCC1)N1CCn2cccc2C1c1ccncc1 (stereo not given)	-11.9%	2.7%	23.5%	-1.5%	-1.1%	-1.0%	4.1	53	6.5%	0.1%
CC(C(=O)Nc1ccccc1Cl)N(c1ccccc1)S(C)(=O)=O (stereo not given)	-4.8%	6.6%	11.3%	53.8%	-5.3%	-0.3%	0.3	37	-15.6%	-0.4%
Cc1ccc(C)c(N2CCN(C(=S)NC3CCCCC3)CC2)c1	-18.4%	7.2%	6.9%	-10.4%	18.0%	-0.3%	-0.2	35	-97.5%	9.2%
CCc1cc2ccc(C)cc2nc1SCC(=O)c1ccc(NC(C)=O)cc1	54.3%	2.2%	8.4%	11.5%	3.5%	0.7%	6.6	45	-55.6%	i
CCOC(=O)c1c(NC(=O)CSC(=S)N2CCOCC2)sc(C)c1C	-12.1%	8.1%	-3.0%	14.6%	-3.3%	0.3%	18.6	39	-39.1%	0.3%
C/C=C/C(=O)N1c2ccc(C)cc2C(C)=CC1(C)C	-2.9%	6.1%	4.4%	-0.2%	-1.7%	-0.1%	0.1	54	21.8%	0.3%
Cc1ccsc1/C=C1/SC(N2CC(C)OC(C)C2)=NC1=O (stereo not given)	2.1%	-13.0%	-12.7%	6.1%	8.3%	-0.2%	0.9	75	-36.0%	0.6%[50 µM]
CC(=O)Nc1ccc(NC(=O)CCn2nnc3ccccc32)cc1	37.4%	6.1%	-3.7%	-7.4%	.	-0.1%	-0.6	37	-30.3%[20 µM]	0.3%
COc1ccc(NC(=O)CSc2nc3[nH]c(=O)[nH]c(=O)c3s2)cc1OC	-43.4%	3.8%	0.7%	1.5%	5.3%	-0.1%	0.7	37	-33.2%	0.0%
Cc1cccc(OCC(=O)N2CCC(c3ccccc3)C2)c1 (stereo not given)	-34.6%	4.4%	7.7%	-3.9%	-1.6%	0.5%	-0.3	49	48.4%	0.3%
CC1Cc2ccccc2N1C(=O)COC(=O)C1=COCCO1 (stereo not given)	13.8%	3.4%	-2.1%	12.3%	0.5%	0.1%	-0.2	51	-34.7%	1.4%
O=C(c1cc(COc2ccc3c(c2)CCCC3)on1)N1CCCC1	-58.8%	9.1%	1.3%	12.9%	-1.1%	0.2%	1.1	50	-5.3%	-0.2%
C=CCNC(=O)Nc1ccc2oc(C)nc2c1	-11.6%	8.5%	-9.5%	-2.2%	0.9%	-0.1%	-0.8	47	-21.4%	0.1%
CC(C)(C)CN1CCNC(=O)C1CC(=O)NCCc1ccccc1F (stereo not given)	-50.5%	7.6%	-0.8%	11.8%	-0.5%	0.3%	-0.8	30	-17.3%	-0.1%
O=S(=O)(c1ccccc1)c1nc(-c2ccccc2F)oc1NCc1cccnc1	-39.9%	0.7%	2.6%	-13.8%	-3.6%	-0.3%	-0.2	58	26.4%	0.2%
CN(C)c1nc(OCCOC(=O)c2ccccc2)nc(N(C)C)n1	-43.9%	6.7%	13.1%	-0.2%	-1.2%	0.1%	0.7	96	-43.2%	0.2%
Cc1ccc(C(=O)OCc2cn(-c3ccccc3)nn2)cc1	27.0%	.	2.4%	-7.7%	3.1%	-0.3%	1.4	37	-9.2%	.
Cc1ccc(Cl)cc1NC(=O)c1ccc(Cn2cc(Cl)cn2)cc1	-28.8%	-7.3%	16.9%	-4.8%	-0.9%	1.1%	0.2	49	26.3%	-0.4%

The list is partial, so the mix of outcomes need not match the whole.
